# Source: PubChem
# aSyn yeast rescue – alpha-synuclein toxicity suppression in yeast | AID 1347070 | Potency, µM (doses to about 46.1 µM), without a hit: at the top dose growth rescue (activation), actives largely listed as activators | S. cerevisiae alpha-synuclein toxicity rescue, BacTiter-Glo growth, 24 h | hit rate 0.02% among 94,000; active means well fitted activation curve with a large enough effect; further: 0% is about no effect
#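 Growth restoration measured by BacTiter-Glo luminescence after 24 hr at 30 deg C; alpha-synuclein yeast, raffinose-pregrown to mid-log, were added at OD600=0.02 in galactose medium onto pinned compounds.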
# * hit, by the source's call; [ ] = another dose, or the depositor's remark. Potency means the concentration at half of the fitted maximal effect. The list is partial (hit frequency here may not be typical).
SMILES,aSyn yeast rescue
CCn1cc(C2=NC(C(C)C)CO2)c2ccccc21 (configuration not stated),-4%
O=C(NCCCN1CCOCC1)c1cc(S(=O)(=O)N2CCN(c3ccccc3)CC2)ccc1Cl,15%
COc1cc(OC)c(C(=O)NNC(=O)CN(C)S(=O)(=O)c2ccc(Cl)cc2)cc1OC,-1%
Cc1ccccc1CNC(=O)c1sc2ncnc(N(C)C3CCCCC3)c2c1C,2%
Cc1cc(C)cc(NC(=O)C(Cc2ccccc2)NS(=O)(=O)c2ccc3c(c2)c(=O)n(C)c(=O)n3C)c1 (configuration not stated),-11%
CCN(CC)c1ccc(NC(=O)c2sc3nc(-c4ccccc4)cn3c2C)cc1,-14%
CN(C)c1ccc(/C=N\Nc2nc(-c3ccccc3)cc(=O)[nH]2)cc1,-47%[inhibitor]
COc1cc(/C=N/NC(=O)NC2CCCCC2)ccc1O,-15%
COc1ccc(S(=O)(=O)N(C)C)cc1NC(=O)COc1ccc2c(c1)CCC2,11%
O=C(CSc1nc(-c2cccs2)nc2cc(=O)[nH]n12)Nc1cccc(C(F)(F)F)c1,-5%
COc1ccc(C)cc1NC(=O)c1cc(S(=O)(=O)N2CCC(C)CC2)ccc1F,-10%
COc1ccc(NC(=O)COC(=O)c2ccc(NS(=O)(=O)/C=C/c3ccccc3)cc2)cc1,0%
O=C(NC1CCCCC1)c1cc2c(cc1Cl)N1CCCCCC1=NS2(=O)=O,9%
Cn1c2ccccc2c2cnn(CC(=O)Nc3cccc(F)c3)c(=O)c21,5%
CC1CCN(S(=O)(=O)c2cc3c4c(c2)C(C)C(=O)N4CCC3)CC1 (configuration not stated),-12%
COc1ccc(NC(=O)COC(=O)c2c(NC(C)=O)sc(C)c2C)cc1,-9%
Cc1ccc(Sc2c(C)nn(C(=O)COc3ccc(F)cc3)c2C)cc1,-4%
CCOC(=O)Cc1nnc(NC(=O)CSc2nc3ccccc3[nH]2)s1,-7%
Cc1nc(Nc2nc3c(c(=O)[nH]2)CCC3)nc2ccccc12,-5%
CCOc1ccc(S(=O)(=O)c2cn(Cc3ccccc3C)c3ccc(OC)cc3c2=O)cc1,-2%

# Arranged by count of non-hydrogen atoms (lowest first): part of the list above
SMILES,aSyn yeast rescue
CCn1cc(C2=NC(C(C)C)CO2)c2ccccc21 (configuration not stated),-4%
COc1cc(/C=N/NC(=O)NC2CCCCC2)ccc1O,-15%
Cc1nc(Nc2nc3c(c(=O)[nH]2)CCC3)nc2ccccc12,-5%
CC1CCN(S(=O)(=O)c2cc3c4c(c2)C(C)C(=O)N4CCC3)CC1 (configuration not stated),-12%
CCOC(=O)Cc1nnc(NC(=O)CSc2nc3ccccc3[nH]2)s1,-7%
COc1ccc(NC(=O)COC(=O)c2c(NC(C)=O)sc(C)c2C)cc1,-9%
O=C(NC1CCCCC1)c1cc2c(cc1Cl)N1CCCCCC1=NS2(=O)=O,9%
COc1ccc(S(=O)(=O)N(C)C)cc1NC(=O)COc1ccc2c(c1)CCC2,11%
CCN(CC)c1ccc(NC(=O)c2sc3nc(-c4ccccc4)cn3c2C)cc1,-14%
O=C(CSc1nc(-c2cccs2)nc2cc(=O)[nH]n12)Nc1cccc(C(F)(F)F)c1,-5%
COc1cc(OC)c(C(=O)NNC(=O)CN(C)S(=O)(=O)c2ccc(Cl)cc2)cc1OC,-1%
COc1ccc(NC(=O)COC(=O)c2ccc(NS(=O)(=O)/C=C/c3ccccc3)cc2)cc1,0%
O=C(NCCCN1CCOCC1)c1cc(S(=O)(=O)N2CCN(c3ccccc3)CC2)ccc1Cl,15%
Cc1cc(C)cc(NC(=O)C(Cc2ccccc2)NS(=O)(=O)c2ccc3c(c2)c(=O)n(C)c(=O)n3C)c1 (configuration not stated),-11%

# Part of the list above, set out differently.
CN(C)c1ccc(/C=N\Nc2nc(-c3ccccc3)cc(=O)[nH]2)cc1
  aSyn yeast rescue: -47%[inhibitor]
COc1cc(/C=N/NC(=O)NC2CCCCC2)ccc1O
  aSyn yeast rescue: -15%

# The results go on.
SMILES,aSyn yeast rescue
CCOC(=O)C1(CCOc2ccccc2)CCN(Cc2cnc(SC)nc2)CC1,10%
Cc1cc(-c2ccc(C)c(S(=O)(=O)Nc3ccccc3C(F)(F)F)c2)on1,-14%
O=C(NCCc1c[nH]c2ccccc12)C(=O)NCC1OCCN1S(=O)(=O)c1ccc(F)cc1 (configuration not stated),4%
Cc1cc(NCc2ccccc2Cl)n2cnnc2n1,-1%
CC1=C(C(=O)N2CCOCC2)CC(CC(=O)NCCN2CCOCC2)C(=O)N1CCC1=CCCCC1 (configuration not stated),2%
COC(=O)c1ccc(-n2c(C)cc(C(=O)COC(=O)CNS(=O)(=O)c3ccc(C)cc3)c2C)cc1,4%
COc1ccccc1-c1noc(-c2ccc(NCCc3ccccc3)c([N+](=O)[O-])c2)n1,1%
CC(=O)Nc1ccc2c(COC(=O)[C@H](C)N3C(=O)C4CCCCC4C3=O)cc(=O)oc2c1 (some centres not stated),-11%
COc1ccc(OC)c(-c2csc(N(Cc3ccco3)C(=O)c3ccco3)n2)c1,-10%
Cc1ccc(CCNC(=O)c2ccc3c(c2)N(Cc2cccc(C)c2)C(=O)c2ccccc2S3(=O)=O)cc1,4%
COc1cc(CNC(=O)c2ccc3c(c2)N(C)C(=O)C2CCCCN32)cc(OC)c1OC (configuration not stated),-1%
CCCN(CCC)CCCNC(=O)C1CCN(c2nc3ccc(CC)cc3s2)CC1,8%
CN(CC(=O)Nc1ccccc1C(F)(F)F)C(=O)Cc1ccc(S(=O)(=O)N2CCOCC2)s1,-2%
COc1cccc2sc(N(Cc3cccnc3)C(=O)C3COc4ccccc4O3)nc12 (configuration not stated),-21%
Cc1nc(N2CCN(Cc3ccc4c(c3)OCO4)CC2)c2oc3ccccc3c2n1,2%
CC(=O)c1cccc(NC(=O)CC(c2ccc(C)cc2)N2Cc3ccccc3C2=O)c1 (configuration not stated),2%
Cc1cccc(C)c1NC(=O)/C(C#N)=C/c1ccc(-c2ccc(C(=O)O)cc2)o1,13%
Cc1noc(C)c1COC(=O)CNC(=O)c1cccc(F)c1,5%
Cc1c(Cl)cccc1NC(=O)CCn1c(=O)c2cccn2c2ccccc21,4%
COc1ccc(-n2nc(C(=O)N3CCC(C)CC3)c3c4ccccc4n(C)c3c2=O)cc1Cl,-2%
O=S1(=O)N[C@@H](c2ccccc2)COc2cc(Br)ccc21,-3%
CNC(=S)NNc1nncc2ccccc12,0%
CCCCC(=O)Nc1nc2c(OC)ccc(OC)c2s1,-9%
Cc1cccc(C(=O)Nc2ccccc2OCc2cc(=O)n3ccccc3n2)c1,-2%
CCc1cccc(NC(=O)Cn2cc(C=O)c3ccccc32)c1,7%
Cc1cc(C)cc(-n2ccnc2SCC(=O)Nc2nc3ccc(C)cc3s2)c1,-2%
Cc1noc2ncnc(NCCc3ccccc3)c12,-1%
c1ccc(-c2nccnc2-c2ccccc2)cc1,-2%
CC(=O)c1ccc(OCC(O)CN2C(C)(C)CC(O)CC2(C)C)cc1 (configuration not stated),-5%
Cc1c2cnn(CC(=O)NCc3ccc(F)cc3)c(=O)c2c(C)n1Cc1ccccc1Cl,0%
Cc1nn(C(C)C(=O)N2CCN(c3ccc(F)cc3)CC2)c(=O)c2c1sc1ccccc12 (configuration not stated),8%
COC(=O)c1ccccc1NC(=O)Cn1nc(C)c2nn(-c3ccc(Cl)cc3)c(C)c2c1=O,-9%
CCc1ccc(NC(=O)CN(c2ccc(C)cc2)S(=O)(=O)c2cccs2)cc1,-2%
CCc1ccc2oc(C(=O)Nc3cc(Cl)ccc3OC)cc(=O)c2c1,3%
COc1ccc(CCNC(=O)CSC2=NS(=O)(=O)c3cc(F)ccc3N2)cc1OC,-8%
CCOc1ccccc1NC(=O)Cn1c(=O)n(Cc2cccs2)c(=O)c2cccnc21,-2%
Cc1c(NC(=O)c2cccc(NC(=O)Cc3ccccc3Cl)c2)c(=O)n(-c2ccccc2)n1C,3%
O=C(CCC1N=C2c3ccccc3N=C(SCC(=O)Nc3ccc(F)cc3)N2C1=O)NCc1cccs1 (configuration not stated),3%
Cc1cc(C(=O)OCC(=O)Nc2ccc(F)c(F)c2F)c(C)o1,3%
CN(C(=O)COC(=O)CSc1ccccc1)c1c(N)n(Cc2ccccc2)c(=O)[nH]c1=O,-1%
Cc1ccc(NC(=O)Cn2nc(-c3ccncc3)ccc2=O)cc1Cl,-2%
Cc1cccc(NC(=O)CNC(=O)c2ccco2)n1,8%
CC(=O)Nc1ccc(NC(=O)N2CCOCC2)cc1,-5%
COc1cc(NS(=O)(=O)c2ccc(NC(=O)c3cccc(F)c3)cc2)nc(OC)n1,-12%
O=C(C[C@H]1C(=O)N(c2ccccc2)C[C@@H]1Cc1ccccc1)Nc1ccc(Br)cc1,1%
Oc1ccc(Cl)cc1Nc1nc2ccccc2n2cnnc12,-4%
COc1cc(Nc2ncnc(N)n2)cc(OC)c1OC,-9%
Cc1ccccc1CNC(=O)c1cccc(NC(=O)N2CCSc3ncccc32)c1,-2%
COc1ccc(Oc2nc3c(c(=O)n(C)c(=O)n3C)n2Cc2ccccc2Cl)cc1,7%
COc1ccc(CNC(=O)Cn2nc(N3CCN(c4ccccc4)CC3)ccc2=O)c(OC)c1,4%
CC1CCN(C(=O)Cn2cc(SCC(=O)NCc3ccccc3)c3ccccc32)CC1,3%
CCC(C)n1c(=N)c(C(=O)NCc2ccccc2)cc2c(=O)n3cc(C)ccc3nc21 (configuration not stated),1%
CN(C(=O)c1c[nH]c2ccc(S(=O)(=O)Nc3cccc(C(F)(F)F)c3)cc2c1=O)C1CCCCC1,5%
C[C@H](CO)N1C[C@H](C)[C@@H](CN(C)C(=O)Nc2ccc(F)cc2)OCc2cnnn2CCCC1=O,7%
CCOc1ccccc1NC(=O)c1nc(S(=O)(=O)Cc2cccc(C)c2)ncc1Cl,8%
O=C(NNC(=O)C1[C@H]2CCCC[C@@H]12)c1ccc(=O)oc1 (some centres not stated),-11%
COc1cccc(-n2c(SCC(=O)N3CCCCC3)nc3c([nH]c4ccccc43)c2=O)c1,-5%
Cc1nn2c(=O)cc(COC(=O)c3ccccc3NC(=O)C(C)Oc3ccccc3)nc2s1 (configuration not stated),4%
CCc1cccc(C)c1Nc1c(-c2cccc(O)c2)nc2cnccn12,2%
COc1ccccc1CNC(=O)CCS(=O)(=O)c1ccc(Cl)cc1,7%

# The list continues:
SMILES,aSyn yeast rescue
O=C(NCCN1CCOCC1)C1CCN(S(=O)(=O)c2ccccc2)CC1,12%
Cc1ccc(CNS(=O)(=O)c2cc3c(cc2Cl)NC(=O)CO3)o1,-12%
CCn1cc(C(=O)NCCCN2CCC(C)CC2)c(=O)c2cc(S(=O)(=O)N(C)C3CCCCC3)ccc21,3%
COc1cccc(-c2cn3c(n2)sc2cc(C(=O)NCCC4=CCCCC4)ccc23)c1,-8%
COc1ccc2nc(-c3ccccn3)ccc2c1,-14%
COc1ccc(OC)c(/C=C/C(=O)Oc2ccc(C(C)=O)cc2)c1,6%
COc1ccc(CN(C)C(=O)CNC(=O)c2sc3ccccc3c2Cl)c(OC)c1,-2%
O=C(Nc1ccccc1Cl)N1CCC2(CC1)Oc1ccccc1C(=O)N2Cc1ccc(F)cc1,1%
Cc1ccc(C)c(CSC2=NC(C)(C)Nc3ccccc32)c1,-28%
COc1ccccc1NC(=O)c1sc2ncn(CC(=O)Nc3ccccc3)c(=O)c2c1C,1%
COc1ccccc1CNC(=O)c1ccc(N2CCCC2)c(NC(=O)NCc2ccccc2)c1,2%
O=C(Oc1ccccc1)N1CCCCC1,1%
C#CCN(C[C@H]1[C@H](OC(=O)NCCCCCC)[C@H](OC(=O)NCCCCCC)C[C@@H](C(=O)OC)[C@H]1C(=O)OC)S(=O)(=O)c1ccc(C)cc1,6%
Cc1ccc(Cn2c(C(=O)O)c(CNCc3cccs3)c3ccc(C)cc32)cc1,-3%
Cc1ccc(COC(=O)CN2C(=O)NC3(CCCCC3C)C2=O)cc1 (configuration not stated),7%
C=CCn1c(C)cc(/C([O-])=C(/C(=S)Nc2ccc(OC(F)F)cc2)[n+]2ccc(N(C)C)cc2)c1C,-4%
COc1ccc(Cl)cc1NC(=S)NNC(=O)c1cccnc1,-10%
Cc1ccc(-n2c(=O)c3c4c(sc3n(CC(=O)Nc3cccc(Cl)c3)c2=O)CCCCC4)cc1C,3%
Cc1ccc(Cc2nc3ccccc3nc2SCC(=O)N2CCCc3ccccc32)cc1,7%
COC(=O)c1cc2occc2n1CC(=O)Nc1ccc(N(C)C)cc1,-4%
CC(C)Oc1ccc(C(=O)N2CCC(c3nc4ccccc4s3)CC2)cc1,3%
CCN1CCN(CCCNC(=O)c2cc3c(s2)-c2ccccc2OC3)CC1,-2%
O=C(NCC1OCCc2ccccc21)c1ccc(NC(=O)c2ccccc2Cl)cc1 (configuration not stated),7%
CCN(CC)S(=O)(=O)c1ccc(N2CCOCC2)c(NC(=O)c2cccc3ccccc23)c1,2%
COCCn1c(=NC(=O)c2ccc3c(c2)OCCO3)sc2cc(C(=O)OC)ccc21,-2%
CCN(C(=O)CN1C(=O)NC2(CCC(C)CC2)C1=O)C1CCCCC1 (configuration not stated),7%
O=C(NCCn1cc(SCc2ccc(F)cc2)c2ccccc21)c1cccs1,-5%
O=C(COc1cc(Cl)ccc1Cl)N1CCNC1=O,6%
CCOc1ccc(Cn2c(CNS(=O)(=O)c3ccc([N+](=O)[O-])cc3)nc3cccnc32)cc1,-2%
O=C(c1cccs1)N1CCCC(c2nc3c(nnn3Cc3cccc(Cl)c3)c(=O)[nH]2)C1 (configuration not stated),8%
Cc1coc2c(C)c3oc(=O)c(CCC(=O)NCCc4ccccc4)c(C)c3cc12,2%
CC(=O)N1CCc2c(sc3c2c(=O)n(-c2ccc(C)cc2)c(=O)n3Cc2ccccc2C)C1,2%
COc1ccc(CC(=O)Nc2ccc(N3CCCC3)c(C)c2)cc1,7%
CCN(CC)C(=O)c1sc2c(c1C)c(=O)n(-c1ccc(C)c(C)c1)c(=O)n2Cc1cc(=O)n2ccccc2n1,-14%
CN(C)/C=N/C(=S)Nc1ccc(Cl)cc1,-4%
Cc1cccc(-c2cc(NC(=O)COc3ccccc3F)n(-c3ccccc3)n2)c1,-5%
Cc1nc(C(=O)NCC(=O)c2ccccc2)c(C(F)(F)F)o1,-5%
O=C(NC1CCCCC1)c1ccc(-c2ccccc2)cc1,-9%
CCc1nnc(SCC(=O)Nc2cc(OC)ccc2OC)nc1CC,6%
